L3MBTL1 block – blocks human L3MBTL1 | Q9Y468 | AlphaScreen L3MBTL1–H3K9me1 peptide binding | Potency, µM (highest dose often 57.1 µM), inactives show at the top dose activity, negative = inhibition, most hits filed as inhibitors | 0.66% of 230,000 active | AID 485360; also: potency is read from the fitted curve at half-maximal effect; % is scaled to controls: 0 for no effect and ±100 for the full control effect; nearly all actives have a fitted effect of over 60% in size
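Displacement of a biotinylated histone H3(1-15) peptide monomethylated at Lys9 (75 nM) from L3MBTL1 (50 nM) was measured by AlphaScreen after a 30 min room-temperature compound incubation; cefsulodin titration served as intraplate control.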
Epigenetic derep – regulators of epigenetic silencing causing reporter derepression in mouse cells | murine LDR cells, GFP reporter derepression, 30 h | Potency, µM (series often up to 53.9 µM), without a hit: top-dose GFP activation, most hits filed as activators | 0.2% of 280,000 active; also: potency is read from the fitted curve at half-maximal effect; % of control where 0% means no effect; nearly all actives have a fitted effect of over 60% in size
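Readout is the number of GFP-expressing murine LDR cells, counted by cytometry following washing. Cells were treated with compound for 30 h at 37 C; the stably integrated CMV-GFP locus is normally silent.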
Luc counter – blocks Kinase-Glo luciferase, a counter-screen artifact; Q27757; Kinase-Glo luciferase, ATP luminescence, 8 min; Potency, µM (highest dose often 38.3 µM), for the others: at the highest dose activity change, negative = inhibition, most hits filed as inhibitors; 0.28% of 200,000 active; AID 1379; also: potency is read from the fitted curve at half-maximal effect; % is scaled to controls: 0 for no effect and ±100 for the full control effect; nearly all actives have a fitted effect of over 60% in size
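Compound is pinned into ATP-containing buffer (10 uM ATP, imidazole pH 7.2, 7 mM MgCl2). Kinase-Glo luciferase reagent is then added. Light output is recorded following an 8-min room-temperature incubation.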
IMPase Li cell – cell-permeable IMPase inhibitors with lithium potentiation. CHO-M1 cells, IP1 TR-FRET (IP-One), carbachol + lithium. Potency, µM (highest dose often 59.4 µM), inactives show at the top dose activity, negative = IMPase inhibition, usual class: inhibitors. 0.35% of 210,000 active;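 also: IP1 builds up when IMPase is blocked and the TR-FRET signal falls; potency is read from the fitted curve at half-maximal effect; plate controls were basal vehicle for no effect and high inhibitor control for full effect; nearly all actives have a fitted effect of over 50% in size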
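CHO-M1, 2000 cells/well, 16–30 h culture; cpd + low Li+, 30 min 37C; lysis with d2-IP1/Eu-anti-IP1 Ab, 10 min RT; TR-FRET 665/620 ratio and 620 channel; AC50 via Hill.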
CBFb-RUNX1 inh – inhibitors of human CBF-beta and RUNX1 interaction; 230,000 tested, under 10 active; AlphaScreen CBFb-His/RUNX1-biotin binding, biochemical; Potency, µM (series often up to 59.8 µM), inactives show top-dose activity, negative = inhibition, most hits filed as inhibitors; Q01196+Q13951; also: % of control where 0% means no effect
Target sequence (Q01196 whole entry, looked up): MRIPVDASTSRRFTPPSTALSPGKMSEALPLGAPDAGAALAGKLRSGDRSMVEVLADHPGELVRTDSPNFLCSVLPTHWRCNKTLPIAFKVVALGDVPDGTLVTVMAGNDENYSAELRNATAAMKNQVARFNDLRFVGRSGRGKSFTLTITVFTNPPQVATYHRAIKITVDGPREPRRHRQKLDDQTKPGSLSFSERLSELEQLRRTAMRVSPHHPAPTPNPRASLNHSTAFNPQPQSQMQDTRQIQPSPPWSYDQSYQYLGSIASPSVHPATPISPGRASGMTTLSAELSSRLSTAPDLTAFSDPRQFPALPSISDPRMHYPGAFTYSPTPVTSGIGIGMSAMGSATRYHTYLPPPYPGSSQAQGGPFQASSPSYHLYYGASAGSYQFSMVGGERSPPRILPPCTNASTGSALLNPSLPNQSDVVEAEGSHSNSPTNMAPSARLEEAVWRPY
Target sequence (Q13951 whole entry, looked up): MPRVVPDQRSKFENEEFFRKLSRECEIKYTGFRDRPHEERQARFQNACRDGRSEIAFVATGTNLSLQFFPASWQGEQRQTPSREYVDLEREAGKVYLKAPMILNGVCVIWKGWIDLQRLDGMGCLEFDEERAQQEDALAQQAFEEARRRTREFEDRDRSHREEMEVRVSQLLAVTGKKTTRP
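Proteins preincubated together for 20 min at RT before compound addition; 15 min later, nickel and streptavidin beads were added and left 90 min prior to AlphaScreen measurement.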
NPSR antag – neuropeptide S receptor (human) antagonism, cAMP. 1% of 220,000 active. Q6W5P4. CHO-NPSR cells, cAMP TR-FRET, antagonist mode. Potency, µM (highest dose often 38.3 µM), for the others: at the top dose activity change, negative = inhibition, usual class: inhibitors; also: potency is read from the fitted curve at half-maximal effect; % is scaled to controls: 0 for no effect and ±100 for the full control effect; nearly all actives have a fitted effect of over 50% in size; many of its hits are not listed in these tables
Target sequence (Q6W5P4 whole entry, looked up): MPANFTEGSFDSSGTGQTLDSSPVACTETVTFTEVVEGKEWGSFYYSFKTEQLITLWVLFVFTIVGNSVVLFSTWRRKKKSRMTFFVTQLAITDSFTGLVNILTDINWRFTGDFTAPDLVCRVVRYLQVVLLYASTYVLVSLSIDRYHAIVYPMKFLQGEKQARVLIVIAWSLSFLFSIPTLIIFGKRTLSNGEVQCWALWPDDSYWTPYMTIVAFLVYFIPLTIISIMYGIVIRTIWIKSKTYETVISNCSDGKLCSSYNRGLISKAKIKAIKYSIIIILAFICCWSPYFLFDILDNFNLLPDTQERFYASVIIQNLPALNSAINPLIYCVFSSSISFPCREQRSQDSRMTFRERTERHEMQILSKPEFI
HttQ103 aggreg – reduces HttQ103-GFP aggregates in PC12 cells | Potency, µM (series often up to 46.1 µM), for the others: at the top dose activity change, negative = inhibition, hits mostly inhibitors | 1.1% of 220,000 active | AID 1688 | PC12 HttQ103-GFP aggregates, Acumen cytometry, 40 h; also: potency is read from the fitted curve at half-maximal effect; % is scaled to controls: 0 for no effect and ±100 for the full control effect; nearly all actives have a fitted effect of over 60% in size
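Steps: seed 1500 PC12 HTTQ103-GFP cells/well; add tebufenozide, 100 nM final; add compound titration; add ATPLite reagent; quantify GFP aggregates by laser scanning cytometry.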
Active calls of the source: *; ? = inconclusive; nt = no result given; [ ] = dose if it differs, or a comment. Calls follow the shape of the dose curve; as a rule, active = well fitted curve in the direction sought with a large enough effect; inconclusive = small, poorly fitted or top-dose-only effect, or another doubt; inactive = no such curve, though single readings can be large; an effect the other way counts as inactive or inconclusive.

smiles	L3MBTL1 block	Epigenetic derep	Luc counter	IMPase Li cell	CBFb-RUNX1 inh	NPSR antag	HttQ103 aggreg
Cc1cc(NC(=O)CCC(=O)N(c2ccc(F)cc2)C(C(=O)NC2CCCC2)c2ccc(C)o2)no1 (stereo unspecified)	-10%	-1.8%	1%	15%	-5%	29%	10%[9.22 µM]
COc1cccc(NC2=NCC(=O)N2Cc2cccs2)c1	-3%	1.8%	nt	nt	-20%	5%[46.1 µM]	18%
CC(C)N(Cc1cnn(C)c1)Cc1nc(-c2ccc(Cl)cc2)no1	-2%	-1.1%	-6%	16%	6%	12%	18%[9.22 µM]
Clc1ccc(-c2cn3c(n2)SCC3)cc1	nt	-1.5%	-4%	-4%	-8%	29%	-20%
O=C(c1cc(-c2cccs2)on1)N1CCN(c2ccc(F)cc2)CC1	-7%	0.0%	1%	-4%[38.3 µM]	-2%	-22%[46.1 µM]	-31%
CCc1cc(/C(Cc2ccccn2)=N\O)c(O)cc1O	nt	-1.8%	-3%	14%[38.3 µM]	2%	-10%[46.1 µM]	?
CC(C)c1ccc2oc(-c3cc(N)ccc3O)nc2c1	-20%	1.9%	-11%	0%[38.3 µM]	-14%	-10%[46.1 µM]	?
S=C(NCc1cccs1)Nc1cccc2ccccc12	-6%[11.4 µM]	1.1%	2%	0%	4%	-7%	-16%
CN1C(=O)C2(C(C#N)=C(N)Oc3c2oc(CO)cc3=O)c2ccccc21 (stereo unspecified)	0%	-0.2%	1%	21%[38.3 µM]	2%	-4%[46.1 µM]	-10%
OCC1CCCN(C(=S)NCCc2ccccc2)C1 (stereo unspecified)	1%	-1.1%	2%	3%[38.3 µM]	3%	-3%[46.1 µM]	-5%
O=S(=O)(NC1CCCC1)c1ccc(S(=O)(=O)N2CCc3ccccc32)cc1	2%	-1.0%	3%	22%	-1%	-16%	11µM*
Nc1n[nH]c(=S)n1-c1ccc(Cl)cc1	46%[activator]	6.1%	nt	nt	-12%	-8%	0%[9.22 µM]
Cc1cccc(/C(N)=N/OC(=O)COc2ccc(Cl)c(C)c2)c1	55%[activator]	3.4%	-1%	-14%	38%	6%	14%
COc1ccc(S(=O)(=O)N(C)CC(=O)Nc2ccc3c(c2)OCO3)cc1OC	50%[activator][11.4 µM]	-0.9%	-1%	39%[38.3 µM]	-3%	-12%[46.1 µM]	6%
CCOc1ncccc1C(=O)OCC(=O)c1cc(C)n(Cc2ccco2)c1C	-16%	2.9%	-15%	4%[38.3 µM]	-19%	-16%[46.1 µM]	4%
CC1=CC(C)(C)N(C(=O)CSc2nnc(N)s2)c2ccccc21	4%	0.0%	1%	9%	8%	15%	-9%
COc1ccc(C(=O)C2CCCN(Cc3cn[nH]c3-c3ccc(F)cc3)C2)cc1OC (stereo unspecified)	-1%	2.3%	-1%	7%	9%	-11%	-27%[9.22 µM]
Cc1ccc(NC(=O)CN2C(=O)C3C4C=CC(C4)C3C2=O)cc1S(=O)(=O)N(C)C (stereo unspecified)	1%	-0.9%	-1%	6%	-2%	14%	-22%
CC(C)Oc1ccc(N2CC(C(=O)OCC(=O)NCc3ccccc3)CC2=O)cc1 (stereo unspecified)	6%	0.0%	0%	-8%[38.3 µM]	1%	-7%[46.1 µM]	-1%
O=C(COC(=O)c1ccc(S(=O)(=O)N2CCCC2)cc1)NCc1ccc(F)cc1	1%	-0.9%	-2%	-1%[38.3 µM]	-2%	-8%[46.1 µM]	-2%
CN1CCN(C(=O)c2ccccc2NC(=O)Cc2ccccc2)CC1	-3%	0.0%	-3%	-2%[38.3 µM]	3%	6%[46.1 µM]	9%
COc1ccccc1-c1nc(-c2ccncc2)no1	7%	-0.4%	-27%	6%[38.3 µM]	6%	0%[46.1 µM]	-5%
Cc1c(-n2c(SCC(=O)O)nnc2-c2ccccc2Cl)c(=O)n(-c2ccccc2)n1C	2%	-2.4%	-6%	-13%[38.3 µM]	9%	-9%[46.1 µM]	9%
CCCS(=O)(=O)N1CCC(C(=O)N2CCN(C(=O)OCC)CC2)CC1	3%	-0.9%	9%	-4%	1%	-5%[46.1 µM]	5%

Molecules listed so far containing an NH in an aromatic ring:
smiles	L3MBTL1 block	Epigenetic derep	Luc counter	IMPase Li cell	CBFb-RUNX1 inh	NPSR antag	HttQ103 aggreg
Nc1n[nH]c(=S)n1-c1ccc(Cl)cc1	46%[activator]	6.1%	nt	nt	-12%	-8%	0%[9.22 µM]
COc1ccc(C(=O)C2CCCN(Cc3cn[nH]c3-c3ccc(F)cc3)C2)cc1OC (stereo unspecified)	-1%	2.3%	-1%	7%	9%	-11%	-27%[9.22 µM]

(continued)
smiles	L3MBTL1 block	Epigenetic derep	Luc counter	IMPase Li cell	CBFb-RUNX1 inh	NPSR antag	HttQ103 aggreg
COCC(=O)Nc1ccc(Br)c(C)c1	5%	-3.0%	-1%	6%	-1%	14%	0%
COc1ccc(C2C(C#N)=C(N)OC3=C2C(=O)CC(C)C3)c(OC)c1OC (stereo unspecified)	nt	3.2%	2%	5%[38.3 µM]	9%	-18%[46.1 µM]	-12%
COc1ccc(C(=O)O)cc1NC(=S)NC(=O)c1ccc(-c2ccc(Cl)cc2)o1	nt	-1.2%	-2%	21%	-7%	-38%	31%
CCn1c(SCC(=O)NC2CCCCC2)nnc1-c1cccs1	nt	0.0%	5%	18%[38.3 µM]	10%	-10%[46.1 µM]	-11%
CC(C)CN1C2CCCC1CC(NC(=S)NCc1ccco1)C2 (stereo unspecified)	nt	1.1%	1%	7%	-6%	4%	-9%
Cc1cc(=O)oc2ccc(OC(=O)c3cccc(S(=O)(=O)N4CCOCC4)c3)cc12	-7%	0.0%	-5%	26%[38.3 µM]	9%	-11%[46.1 µM]	4%
CC1(C)CC(=O)c2cc3c(nc2C1)CC(C)(C)CC3=O	4%	-0.9%	nt	nt	3%	2%[46.1 µM]	?
S=C(NCc1ccncc1)Nc1ccc(Cl)c(Cl)c1	-5%	0.0%	-2%	-3%	2%	7%	10%

Individual results from above.
Value of `CCCS(=O)(=O)N1CCC(C(=O)N2CCN(C(=O)OCC)CC2)CC1` under HttQ103 aggreg: 5%
Value of `COCC(=O)Nc1ccc(Br)c(C)c1` under NPSR antag: 14%
Value of `Nc1n[nH]c(=S)n1-c1ccc(Cl)cc1` under HttQ103 aggreg: 0%[9.22 µM]
Value of `S=C(NCc1cccs1)Nc1cccc2ccccc12` under L3MBTL1 block: -6%[11.4 µM]
Value of `COc1ccccc1-c1nc(-c2ccncc2)no1` under Epigenetic derep: -0.4%

The results go on:
| SMILES | L3MBTL1 block | Epigenetic derep | Luc counter | IMPase Li cell | CBFb-RUNX1 inh | NPSR antag | HttQ103 aggreg |
| --- | --- | --- | --- | --- | --- | --- | --- |
| CCCCn1c(=O)[nH]c2ccccc21 | nt | 1.5% | -2% | -19%[38.3 µM] | -1% | 1%[46.1 µM] | 2% |
| C[C@H](NC(=O)c1nc[nH]c1C(=O)NCCCCCNC(=O)OC(C)(C)C)C(=O)OCc1ccccc1 | ? | -1.7% | nt | -6% | 12% | -29% | 6%[9.22 µM] |
| COc1cc(NC(=O)CSc2nccc(=O)[nH]2)c(C)cc1[N+](=O)[O-] | 3% | 4.0% | -4% | -4% | -4% | -25% | 11% |
| Fc1ccc(N2CCN(c3ccc4c(C(F)(F)F)cc(C(F)(F)F)nc4n3)CC2)cc1 | -4% | 0.9% | 0% | 33%[activator][38.3 µM] | 0% | -29%[46.1 µM] | -14% |
| CCOc1ccccc1Nc1nnc(SCC(=O)N2CCCC2)s1 | 2%[11.4 µM] | 0.0% | -2% | 27%[38.3 µM] | 5% | -8%[46.1 µM] | -13% |
| CCCC(CCC(=O)Nc1cc([N+](=O)[O-])ccc1O)C(=O)O (stereo unspecified) | ? | -2.3% | 2% | 26% | -8% | 0% | -7% |
| COc1ccc(/C=C/C(=O)c2ccc(O)cc2)cc1 | -6% | 0.2% | nt | -3% | 4% | -4% | -10%[9.22 µM] |
| NC(C(=O)O)C(c1ccccc1)C(F)F (stereo unspecified) | 7% | 1.6% | nt | nt | -1% | -17% | -15%[9.22 µM] |
| CCCCn1c(CCNC(=O)CC)nc2ccccc21 | 2% | 0.0% | 2% | -5%[38.3 µM] | 15% | -5%[46.1 µM] | -2% |
| CCOC(=O)c1c(C)[nH]c(C(=O)OCC(=O)NC(C)C)c1C | nt | -6.2% | -1% | 28%[38.3 µM] | 2% | -7%[46.1 µM] | ? |
| CCc1ccc(NCc2cc3c(C)nn(-c4ccccc4)c3[nH]c2=O)cc1 | nt | -0.1% | 5% | -8%[38.3 µM] | -26% | ? | -2%[9.22 µM] |
| CCCCc1ccc(NC=C2C(=O)OC3(CCCCC3)OC2=O)cc1 | nt | -7.2% | -4% | 26%[38.3 µM] | -1% | ? | ? |
| CCC(=O)OC1(C#CCOc2ccc(OC)cc2)CCN(C)CC1 | -1% | -1.1% | 1% | 19%[38.3 µM] | 9% | -1%[46.1 µM] | -10% |
| CCCCN(C(=O)NC(=O)C1=C(N2CCOCC2)/C(=C/c2ccccc2)CC1)S(C)(=O)=O | 5% | -4.2% | -6% | ? | 9% | -1%[46.1 µM] | 1% |
| Oc1ccc(/C=N/N2CCN(C3c4ccccc4-c4ccccc43)CC2)cc1O | -10% | 5.2% | nt | nt | ? | 10µM* | -7%[9.22 µM] |
| COc1cccc(-c2ccc(C#N)c(OC(=O)c3ccc(Cl)cc3)n2)c1 | nt | 0.1% | 0% | -6%[38.3 µM] | 5% | -6%[46.1 µM] | 19% |
| CCc1nnc(NC(=O)CN2CCN(C3CCCCC3)CC2)s1 | nt | 0.1% | 0% | 2%[38.3 µM] | 1% | -6%[46.1 µM] | 12% |
| COc1cccc(Oc2coc3cc(OC(=O)N4CCOCC4)ccc3c2=O)c1 | 5% | -5.4% | 0% | 11% | 2% | 3% | -1%[9.22 µM] |
| CCN(C(=O)C1CCCN1S(=O)(=O)c1cccc2nsnc12)c1ccccc1 (stereo unspecified) | nt | 3.0% | nt | nt | 12% | -1% | 6%[9.22 µM] |
| O=C(c1ccco1)N1CCN(C(=O)c2ccccc2NS(=O)(=O)c2ccc(F)cc2)CC1 | nt | 1.1% | nt | -2% | -3% | -10% | -4% |
| Cc1nc(/C(N)=N/OC(=O)Cc2ccccc2)no1 | 15% | -1.4% | -1% | 4% | 10% | 4% | -10% |
| CCOC(=O)c1c(-c2ccc(C)o2)csc1NC(=O)CSc1ncn[nH]1 | nt | -0.7% | -4% | 17%[38.3 µM] | -6% | 8%[46.1 µM] | 2% |
| CCN(CC)S(=O)(=O)c1ccc(N/N=C/c2ccc(OC)c(OC)c2OC)nc1 | ? | -2.0% | -4% | -4% | 4% | -5% | 7% |

Some of the compounds tested; count on the stated rates, not on these rows.
